Screens (PubChem)
SIAE inh: blocks human sialic acid acetylesterase; AID 1053197; inhibition, % at 9.66 µM; 370,000 compounds, 0.69% hits; Q9HAT2; SIAE FP-Rh probe binding, fluorescence polarization;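 active = inhibition above a cutoff: mean of compounds within the control limits plus 3 SD of those, cut at about 17% in these data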;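 also: 0% = plate median of compound wells and 100% = probe without SIAE protein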
TDP2 inh: TDP2 (human) inhibition, absorbance primary screen | O95551 | recombinant TDP2, T5PNP hydrolysis, p-nitrophenol absorbance 415 nm | inhibition, % at 12.8 µM | 370,000 compounds, 0.34% hits;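 active = inhibition above the mean of all tested compounds plus 3 SD, set per campaign, cut at about 25% in these data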;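 also: 0% = DMSO with enzyme and 100% = buffer with substrate but no TDP2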
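Assay system: Recombinant human TDP2 | Quantity: 120 nM TDP2 per well | Incubation: 2 h at 37 °C | Signal: Epi absorbance | Evaluation: Percent inhibition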
UHRF1 binding: human UHRF1 methylated DNA binding inhibitors; Q96T88; UHRF1 binding to methylated oligo, TR-FRET; inhibition, % at 4.4 µM; 370,000 compounds, 0.75% hits; AID 687016; in the data active = inhibition above about 21%;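 also: UHRF1 SRA domain binding a hemimethylated CpG hairpin DNA probe; 0% = median of test compound wells and 100% = reference inhibitor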
DDE Tn6 FP inh: inhibitors of Tn6 peptide binding to human fibrin DD(E). inhibition, % at 8.3 µM. 370,000 compounds, 0.21% hits. Fibrin DD(E) TRITC-Tn6 fluorescence polarization displacement. P02675. AID 720509;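 active = inhibition above a per-campaign cutoff: mean of compounds within control limits plus 3 SD, cut at about 15% in these data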;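 also: 0% = median of all compound wells on the plate and 100% = blocking peptide control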
PRMT1 inh: PRMT1 (human) inhibition, primary screen. inhibition, % at 2.79 µM. 370,000 compounds, 1.3% hits. recombinant PRMT1, activity-based probe fluorescence polarization. AID 652257;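 active = inhibition above about 21% made by adding two undisclosed values, limit read from the data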
Target sequence (Q99873 whole entry, looked up): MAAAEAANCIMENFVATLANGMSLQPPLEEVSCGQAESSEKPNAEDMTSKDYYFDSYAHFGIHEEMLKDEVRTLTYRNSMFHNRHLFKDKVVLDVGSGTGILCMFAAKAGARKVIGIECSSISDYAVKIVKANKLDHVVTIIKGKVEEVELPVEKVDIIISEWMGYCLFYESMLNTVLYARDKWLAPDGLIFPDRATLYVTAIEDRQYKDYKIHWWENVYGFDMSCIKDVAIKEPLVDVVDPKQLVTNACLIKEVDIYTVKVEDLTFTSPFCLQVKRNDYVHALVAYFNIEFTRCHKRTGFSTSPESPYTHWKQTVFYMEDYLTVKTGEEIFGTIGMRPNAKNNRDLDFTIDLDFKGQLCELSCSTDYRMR
Tn7 DDE FP: disrupts Tn7 cyclic peptide binding to fibrin D-Dimer-E complex; 370,000 compounds, 0.13% hits; inhibition, % at 8.3 µM; FP displacement of FITC-Tn7 peptide from fibrin DD(E); 0% = median of compound wells per plate;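 active = inhibition above the mean of compounds falling within the control limits plus 3 SD of them, cut at about 14% in these data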;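 also: 0% = plate median of compound wells and 100% = 10 µM Aha-Tn7 peptide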
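Assay system: Human fibrin DD(E) protein | Medium: Tris buffer with calcium and detergent, pH 7.8 | Reagent: 0.1 µM fluorescent Tn7 | Compound dosing: Single point at 8.3 µM | Times: 10 min preincubation, 3 h with tracer, room temperature | Detection: Fluorescence polarization of the labelled Tn7 tracer | Controls: Aha-Tn7 high control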
MBD2 DNA inh: blocks human MBD2 binding to methylated DNA | TR-FRET, MBD2 binding to methylated oligonucleotide | 370,000 compounds, 0.31% hits | AID 686964 | inhibition, % at 4.4 µM; in the data active = inhibition above about 13%
Target sequence (Q9UBB5 whole entry, looked up): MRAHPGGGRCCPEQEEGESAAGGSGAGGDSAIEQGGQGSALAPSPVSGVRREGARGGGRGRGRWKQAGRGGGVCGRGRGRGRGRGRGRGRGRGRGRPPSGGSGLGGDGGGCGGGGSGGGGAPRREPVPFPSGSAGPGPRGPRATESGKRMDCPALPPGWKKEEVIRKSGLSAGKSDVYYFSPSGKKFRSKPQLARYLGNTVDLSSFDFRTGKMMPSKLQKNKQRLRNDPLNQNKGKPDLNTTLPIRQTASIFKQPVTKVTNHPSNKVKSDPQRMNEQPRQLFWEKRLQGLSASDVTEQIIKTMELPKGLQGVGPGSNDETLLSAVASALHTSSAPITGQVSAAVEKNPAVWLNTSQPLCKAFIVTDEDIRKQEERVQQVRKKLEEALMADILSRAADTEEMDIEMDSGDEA
TCR CD3 inh: inhibitors of human TCR-CD3 interaction. TAMRA-labeled TCR probe fluorescence, biochemical. AID 651800. 360,000 compounds, 0.37% hits. inhibition, % at 9.4 µM; in the data active = inhibition above about 19%;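 also: recombinant mutant TCR 2C K166C tagged with TAMRA read by polarization; 0% = receptor in buffer alone and 100% = receptor with positive control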
proKLK7 act: activators of human kallikrein-7 zymogen. 370,000 compounds, 0.9% hits. activation, % at 7 µM. AID 652039. purified proKLK7, EDANS-DABCYL substrate fluorescence; 100% is mature enzyme control, 0% vehicle. P49862;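 active = activation above the mean of all tested compounds plus 3 SD, computed per campaign excluding outliers beyond control limits, cut at about 13% in these data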
Target sequence (P49862 whole entry, looked up): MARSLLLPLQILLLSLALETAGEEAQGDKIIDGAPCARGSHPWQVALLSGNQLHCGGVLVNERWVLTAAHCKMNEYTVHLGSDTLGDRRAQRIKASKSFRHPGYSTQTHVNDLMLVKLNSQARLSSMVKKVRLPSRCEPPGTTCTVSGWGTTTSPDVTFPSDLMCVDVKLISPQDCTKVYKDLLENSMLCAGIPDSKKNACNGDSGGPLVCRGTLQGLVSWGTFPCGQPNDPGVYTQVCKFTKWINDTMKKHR
LEDGF integ inh: blocks HIV-1 LEDGF/p75-dependent DNA integration; TR-FRET IN-LEDGF/p75 DNA integration, Eu/Cy5; inhibition, % at 3.7 µM; 370,000 compounds, 0.64% hits; AID 743269;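 active = inhibition above the screen-wide mean plus 3 SD, cut at about 13% in these data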;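 also: signal is the Cy5 over europium emission ratio at 671 and 618 nm; 0% = plate median of compound wells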
Starred values were filed as active, the others as inactive; . = not tested or not shown. Outcome played no part in choosing rows, and some 4.6% of all compounds hit somewhere here.

Start of the listing, in advance (2 entries):
SIAE inh	TDP2 inh	UHRF1 binding	DDE Tn6 FP inh	PRMT1 inh	Tn7 DDE FP	MBD2 DNA inh	TCR CD3 inh	proKLK7 act	LEDGF integ inh	Molecule
1	11	2	4	-2	6	0	3	0.2	-3	CCc1cccc(C)c1NC(=O)C(c1ccccc1)N1CCC1=O (stereo not drawn)
1	-9	-2	8	-1	2	2	0	0.2	-2	Cc1nc([N+](=O)[O-])cn1CC(=O)c1ccc(Br)cc1

This part in full, from the start:
SIAE inh	TDP2 inh	UHRF1 binding	DDE Tn6 FP inh	PRMT1 inh	Tn7 DDE FP	MBD2 DNA inh	TCR CD3 inh	proKLK7 act	LEDGF integ inh	Molecule
1	11	2	4	-2	6	0	3	0.2	-3	CCc1cccc(C)c1NC(=O)C(c1ccccc1)N1CCC1=O (stereo not drawn)
1	-9	-2	8	-1	2	2	0	0.2	-2	Cc1nc([N+](=O)[O-])cn1CC(=O)c1ccc(Br)cc1
-2	-11	-1	-1	-3	-3	4	6	0.4	0	CN(c1ccccc1C(=O)N1CCN(c2ccccc2F)CC1)S(=O)(=O)c1ccccc1
-2	3	-1	4	5	6	5	-6	-0.3	-3	O=[N+]([O-])c1ccc(COc2cccc(CN3CCCC3)c2)cc1
5	7	-2	-8	1	-2	-7	3	0.4	5	COc1ccc(Cl)cc1C(=O)C1CCCN(Cc2cnc(N3CCOCC3)s2)C1 (stereo not drawn)
-1	0	2	2	7	3	4	.	0.5	-1	O=C(C1CCCN1S(=O)(=O)c1ccc(Br)s1)N1CCN(c2ccccc2)CC1 (stereo not drawn)
-8	7	2	-7	3	4	2	-9	-0.5	-1	C#CCN(C[C@H]1[C@H](OC(=O)NCc2ccccc2F)[C@H](OC(=O)NCc2ccccc2F)C[C@@H](C(=O)OC)[C@H]1C(=O)OC)S(=O)(=O)c1ccc(C)cc1
10	10	-1	-4	4	1	1	-1	0.2	-1	COc1ccc(C(=O)c2nc3c(n2O)CCCC3)cc1OC
3	-5	-1	-2	-1	-4	-3	6	-0.3	3	Cc1cccc(NC(=O)N2CCCCCC2)c1
1	3	2	1	-3	3	4	-3	0.5	-4	CCOC(=O)C1CCN(C(=O)c2ccc(NS(=O)(=O)c3ccc4[nH]c(=O)[nH]c4c3)cc2)CC1

Additional entries follow.
SIAE inh	TDP2 inh	UHRF1 binding	DDE Tn6 FP inh	PRMT1 inh	Tn7 DDE FP	MBD2 DNA inh	TCR CD3 inh	proKLK7 act	LEDGF integ inh	Molecule
-4	-3	7	-7	3	-4	2	-5	0.1	3	O=C(CCC1CCCN(c2ncccn2)C1)NCc1ccc(F)c(F)c1 (stereo not drawn)
-2	6	-4	8	-1	9	3	6	0.7	-1	O=c1c(C=Nc2ccc(Oc3ccccc3)cc2)c[nH]n1-c1cccc(Cl)n1
0	7	-2	8	-1	-5	1	1	0.4	1	CCOc1ccc2[nH]c(=O)c(CN(CC3COCCO3)C(=O)C3CC3)cc2c1 (stereo not drawn)
-13	-2	1	0	3	-1	6	-8	-0.4	5	Cc1cc(C)c(C(=O)COC(=O)c2cc([N+](=O)[O-])ccc2NCCO)cc1C
-2	16	0	-3	-2	5	2	1	-0.1	1	Cc1ccc(S(=O)(=O)Nc2c(O)c3ccccc3oc2=O)cc1
4	7	0	5	3	-3	6	7	0.2	1	C=CCOC(=O)C1=C(C)NC(SCC(=O)OCC)=C(C#N)C1c1ccc(C)cc1 (stereo not drawn)
4	-8	4	7	2	6	0	-5	0.3	-1	Cc1cc(SCCOc2ccc(Br)cc2)nc(N)n1
5	-9	3	4	-1	0	2	0	-0.3	4	OCc1ccccc1OCCCN1CCC(Cc2ccccc2)CC1
8	-4	-3	4	1	2	1	5	-9.7	-1	CC(=O)c1cccc(NC(=S)Nc2cccc3ccccc23)c1
4	11	-4	0	16	1	-3	1	0.0	0	COc1cc(C2CC(=O)N3CN(Cc4ccco4)CSC3=C2C#N)ccc1OCc1ccccc1 (stereo not drawn)

Carrying on:
SIAE inh	TDP2 inh	UHRF1 binding	DDE Tn6 FP inh	PRMT1 inh	Tn7 DDE FP	MBD2 DNA inh	TCR CD3 inh	proKLK7 act	LEDGF integ inh	Molecule
-4	-13	-2	-1	-3	-8	2	-1	-0.3	4	O=C(CN1C(=O)c2ccccc2C1=O)Nc1cccc(S(=O)(=O)Nc2ccccc2Cl)c1
6	9	-2	-1	1	6	2	1	0.3	-1	FC(F)(F)c1ccc(Sc2n[nH]c(C(F)(F)F)n2)nc1
10	-8	1	-3	0	3	-6	-3	-0.7	2	O=C(O)CCCn1c(=O)[nH]c2ccccc2c1=O
-6	6	1	0	0	-2	0	-1	0.4	3	COC(=O)COc1cccc(NC(=O)COc2ccccc2)c1
2	-6	-1	-3	-1	-1	0	-5	0.1	0	CCCCCCOC(=O)C1=C(C)NC(=O)NC1c1ccc2c(c1)OCO2 (stereo not drawn)
-3	1	0	6	10	0	2	5	0.4	-2	Cc1ccc(C2SCC(=O)N2c2ccccc2)cc1 (stereo not drawn)
-7	1	-3	7	-2	-4	-2	3	2.7	-3	Cc1cc(C(=O)COC(=O)c2ccccc2O)c(C)n1Cc1cccs1
4	-8	0	0	3	5	1	-4	0.7	0	COc1ccc(C2CC(c3ccc(F)cc3)Nc3nc(N)nn32)cc1OC (stereo not drawn)
7	0	1	-1	5	-1	-1	-4	-0.4	0	O=C(CN1C(=O)/C(=C2\SC(=S)N(C3CCS(=O)(=O)C3)C2=O)c2ccccc21)Nc1ccccc1 (stereo not drawn)
2	-1	1	12	-3	-1	-2	6	0.3	-3	CC(C(=O)O)c1ccc(C(=O)c2ccccc2)s1 (stereo not drawn)

Carrying on.
SIAE inh	TDP2 inh	UHRF1 binding	DDE Tn6 FP inh	PRMT1 inh	Tn7 DDE FP	MBD2 DNA inh	TCR CD3 inh	proKLK7 act	LEDGF integ inh	Molecule
-4	2	-2	-7	0	9	1	5	-0.1	-1	O=C1CC(=C(c2ccccc2)c2ccccc2)C(=O)N1CCN1CCN(c2cccc(Cl)c2)CC1
4	5	-7	-1	10	5	1	.	.	1	Oc1ccc(CNc2ccc(C(F)(F)F)cc2F)c2cccnc12
-9	-1	1	3	10	8	-2	-1	0.3	2	CSc1ccccc1NC(=O)Cn1nc([N+](=O)[O-])c(Cl)c1C
8	3	0	4	-3	1	3	9	0.8	1	Cc1ccc(C(=O)NCc2ccc(N3CCN(C(=O)OC(C)(C)C)CC3)cc2)cc1
-11	-18	0	7	3	1	1	-2	0.4	0	O=C(c1ccco1)N1CCN(c2nnc(-c3ccccc3)c3ccccc23)CC1
4	3	-1	2	0	7	-1	-1	0.3	82*	O=C(CSc1ncccn1)Nc1ncc(C(F)(F)F)cc1Cl
4	1	2	-7	-2	0	-3	0	-0.3	1	CC(C)(C)c1ccc(C(=O)N2CCC2(C)C(=O)Nc2cccc3ncccc23)cc1 (stereo not drawn)
4	-2	2	-1	1	4	0	0	-0.4	3	COc1cccc(C(C(=O)NC2CCCC2)N(C(=O)c2ccco2)C2CC2)c1OC (stereo not drawn)
5	11	7	5	0	6	1	5	-0.2	-3	Cc1nc(CCNS(=O)(=O)c2cccnc2)cs1
2	9	0	4	-3	6	-5	5	1.2	5	COc1ccccc1Nc1ccc(C(=O)NCc2cccs2)cn1

Compound profiles, from the list above.
O=C(CSc1ncccn1)Nc1ncc(C(F)(F)F)cc1Cl reads SIAE inh = 4; TDP2 inh = 3; UHRF1 binding = -1; DDE Tn6 FP inh = 2; PRMT1 inh = 0; Tn7 DDE FP = 7; MBD2 DNA inh = -1; TCR CD3 inh = -1; proKLK7 act = 0.3; LEDGF integ inh = 82*
O=C(c1ccco1)N1CCN(c2nnc(-c3ccccc3)c3ccccc23)CC1 reads SIAE inh = -11; TDP2 inh = -18; UHRF1 binding = 0; DDE Tn6 FP inh = 7; PRMT1 inh = 3; Tn7 DDE FP = 1; MBD2 DNA inh = 1; TCR CD3 inh = -2; proKLK7 act = 0.4; LEDGF integ inh = 0
Cc1ccc(C(=O)NCc2ccc(N3CCN(C(=O)OC(C)(C)C)CC3)cc2)cc1 reads SIAE inh = 8; TDP2 inh = 3; UHRF1 binding = 0; DDE Tn6 FP inh = 4; PRMT1 inh = -3; Tn7 DDE FP = 1; MBD2 DNA inh = 3; TCR CD3 inh = 9; proKLK7 act = 0.8; LEDGF integ inh = 1

Additional records.
SIAE inh	TDP2 inh	UHRF1 binding	DDE Tn6 FP inh	PRMT1 inh	Tn7 DDE FP	MBD2 DNA inh	TCR CD3 inh	proKLK7 act	LEDGF integ inh	Molecule
-5	-13	0	7	-1	-3	-3	3	0.7	-1	CCc1ccc(C(C(=O)NC(C)(C)CC)N(Cc2ccco2)C(=O)Cn2nnc3ccccc32)cc1 (stereo not drawn)
3	5	0	-4	-3	2	0	2	0.4	4	COCc1ccc(CN2CCC(CO)(CC3CCCCO3)CC2)o1 (stereo not drawn)
0	-2	-2	-7	-3	-2	0	4	0.0	1	CCOc1ccc(OCC)c(-c2c(=O)n(OCc3ccc(Cl)cc3)c3ccccc3[n+]2[O-])c1
-3	6	0	-6	-4	-3	-3	12	0.2	-1	CCOC(=O)C(C)Sc1nc2c(cnn2-c2ccc(C)cc2)c(=O)[nH]1 (stereo not drawn)
4	5	0	6	-2	3	2	3	-0.3	-2	CCc1nc(CNC(=O)c2cc(OC)c(OC)c(OC)c2)no1
-2	4	-2	-10	0	-10	0	5	-0.2	1	CCC1CCCCN1CCCNC(=O)c1ccc2c(c1)c(C)c(C)n2C (stereo not drawn)
3	-1	3	3	6	1	4	-2	-0.1	0	O=C(Nc1ccc(S(=O)(=O)NCC2CCCO2)cc1)c1cnccn1 (stereo not drawn)
4	5	1	-14	2	-2	2	-2	0.1	-4	O=C(CN1CCN(Cc2ccccc2Cl)CC1)N/N=C/c1ccccn1
7	4	-4	-3	-4	-3	3	-1	11	1	Cc1nc2c(cc1N)nc(C)n2Cc1ccccc1
7	7	0	-2	6	-3	4	7	1.9	-1	Cc1ccc(S(=O)(=O)N(C)Cc2cc3cc(C)ccc3[nH]c2=O)cc1
3	14	-2	0	-1	1	-4	-1	19*	0	CC(=O)Nc1ccc(NC(=O)/C=C/c2ccc3c(c2)OCO3)cc1
6	4	-5	-3	0	-1	-8	7	-0.2	-3	CCc1nnc2c(NCCc3ccccc3)nc3ccccc3n12
